CHO-K1 Ca ag – M1 agonist counterscreen hit in parental CHO-K1 cells. Fluo-8 calcium fluorescence; scaled to maximal ATP response, vehicle zero. activation, % at 3 µM. 0.48% of 360,000 active; in the data active = activation above about 15%;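 also: untransfected CHO-K1 host cells lacking M1 receptor as counterscreen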
CHRM4 antagonist – blocks acetylcholine activation of human M4 receptor; P08173; CHO-hM4 cells, ACh EC80, Fluo-8 calcium fluorescence; inhibition, % at 3 µM; 0.73% of 360,000 active; AID 624125;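 active = inhibition above its plate's cutoff, the mean inhibition of sample wells plus 3 SD, cut at about 27% in these data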;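 also: 0% = acetylcholine EC80 with DMSO and 100% = DMSO without agonist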
Target sequence (P08173 whole entry, looked up): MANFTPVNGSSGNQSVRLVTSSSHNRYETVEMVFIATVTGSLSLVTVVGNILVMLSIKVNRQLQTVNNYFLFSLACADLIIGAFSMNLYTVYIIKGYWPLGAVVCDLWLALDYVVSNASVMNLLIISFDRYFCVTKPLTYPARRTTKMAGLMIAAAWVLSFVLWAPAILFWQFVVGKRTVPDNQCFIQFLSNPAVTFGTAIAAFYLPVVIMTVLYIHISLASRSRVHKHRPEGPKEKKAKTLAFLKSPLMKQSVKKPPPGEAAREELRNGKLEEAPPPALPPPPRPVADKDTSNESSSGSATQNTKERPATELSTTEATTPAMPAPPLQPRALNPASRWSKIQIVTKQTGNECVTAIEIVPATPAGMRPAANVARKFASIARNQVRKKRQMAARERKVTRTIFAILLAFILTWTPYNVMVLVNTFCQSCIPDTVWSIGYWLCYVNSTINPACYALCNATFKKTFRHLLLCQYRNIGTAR
CHRM5 PAM – positive allosteric modulators of human muscarinic M5 receptor. 0.3% of 360,000 active. P08912. activation, % at 3 µM. CHO-K1 hM5, Fluo-8 calcium, ACh EC20 PAM; 0% = ACh EC20, 100% = ACh EC100;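 active = activation above the run cutoff, the mean activation of all test compounds plus 3 SD, cut at about 18% in these data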
Target sequence (P08912 whole entry, looked up): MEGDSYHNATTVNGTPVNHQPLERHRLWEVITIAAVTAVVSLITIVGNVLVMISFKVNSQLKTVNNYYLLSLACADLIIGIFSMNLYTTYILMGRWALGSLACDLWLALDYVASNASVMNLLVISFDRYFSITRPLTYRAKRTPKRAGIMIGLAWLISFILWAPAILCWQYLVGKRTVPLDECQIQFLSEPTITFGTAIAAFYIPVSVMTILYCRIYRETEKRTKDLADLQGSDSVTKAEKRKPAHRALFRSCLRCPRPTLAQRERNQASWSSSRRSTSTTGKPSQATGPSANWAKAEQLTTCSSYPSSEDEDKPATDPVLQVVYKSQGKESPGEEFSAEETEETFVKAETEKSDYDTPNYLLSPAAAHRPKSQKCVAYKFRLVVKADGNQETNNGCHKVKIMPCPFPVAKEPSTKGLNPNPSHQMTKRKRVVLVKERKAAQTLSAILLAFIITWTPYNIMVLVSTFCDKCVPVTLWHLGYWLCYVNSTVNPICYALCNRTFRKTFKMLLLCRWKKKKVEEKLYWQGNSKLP
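Assay system: CHO-K1 hM5 cells / Incubation: Fluo-8 loading 80 min at 37 °C plus 30 min room temperature / Technique: Fluo-8 calcium dye fluorescence, kinetic read / Repeats: single replicate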
CHRM5 agonist – CHRM5 agonism in calcium assay; P08912; CHO-K1 hM5 cells, Fluo-8 calcium fluorescence; 0% DMSO wells, 100% maximal acetylcholine response; activation, % at 3 µM; 0.19% of 360,000 active;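 active = activation above the run's mean over test compounds plus 3 SD, cut at about 23% in these data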;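 also: signal is peak over basal fluorescence ratio across the kinetic read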
CHRM5 antagonist – blocks acetylcholine activation of human M5 receptor. P08912. CHO-hM5 cells, Fluo-8 calcium fluorescence, ACh EC80. inhibition, % at 3 µM. 0.59% of 360,000 active. AID 624040;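 active = inhibition above a per-plate cutoff, the mean of that plate's test compounds plus 3 SD, cut at about 27% in these data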;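 also: 0% = acetylcholine EC80 with DMSO and 100% = DMSO without agonist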
CHRM4 PAM – positive allosteric modulators of human muscarinic M4 receptor; 0.4% of 360,000 active; CHO-K1 hM4/Gqi5, Fluo-8 calcium fluorescence, ACh EC20; 0% = ACh EC20, 100% = maximal ACh; AID 624126; activation, % at 3 µM;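 active = activation above its plate's cutoff, the mean activation of sample wells plus 3 SD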; also: some results filed as inactive read as strong as hits
CHO-K1 Ca antag – counter-screen for M1 antagonists: effect in parental CHO-K1 cells; ATP-induced calcium, Fluo-8 fluorescence; inhibition, % at 3 µM; 0.6% of 360,000 active; AID 602250;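 active = inhibition above a per-plate cutoff, the plate's mean sample inhibition plus 3 SD, cut at about 24% in these data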;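 also: 0% = DMSO plus EC80 ATP and 100% = DMSO alone without ATP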
CHO-K1 Ca PAM – counter-screen for M1 PAMs: effect in parental CHO-K1 cells | ATP EC20, Fluo-8 calcium fluorescence; 0% at ATP EC20, 100% at ATP max | activation, % at 3 µM | 0.02% of 360,000 active | AID 602247;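 active = activation above the run cutoff, the mean activation of all test compounds plus 3 SD, cut at about 40% in these data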;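 also: peak over basal fluorescence ratio in a 140 s read after ATP addition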
M4 ag – agonists of human muscarinic M4 receptor (CHRM4); CHO-K1 hM4/Gqi5, Fluo-8 calcium fluorescence; vehicle 0%, full acetylcholine response 100%; activation, % at 3 µM; 0.14% of 360,000 active;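 active = activation above the run mean over all test wells plus 3 SD, cut at about 32% in these data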;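 also: peak over basal fluorescence ratio per well then scaled between controls; 0% = DMSO wells and 100% = acetylcholine at EC100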
Active calls of the source: *.

SMILES	CHO-K1 Ca ag	CHRM4 antagonist	CHRM5 PAM	CHRM5 agonist	CHRM5 antagonist	CHRM4 PAM	CHO-K1 Ca antag	CHO-K1 Ca PAM	M4 ag
Cc1ccccc1OCC(=O)Nc1ccc2c(c1)Cc1ccccc1-2	1.1	8	1	0	-3	3	-15	25	-1
CCN(CC)S(=O)(=O)c1cccc(-c2n[nH]c(=S)n2/N=C/c2ccc(C(=O)OC)cc2)c1	3.0	-3	-1	-4	-4	6	-12	29	1
CSc1ccc(S(=O)(=O)N2CCC(C(=O)N3CCOCC3)CC2)cc1	2.7	6	1	-3	6	3	-16	14	3
COc1ccc(CN(C)c2ncnc3sccc23)c(OC)c1OC	7.4	0	-5	3	3	6	-5	3	8
O=c1oc2cc(Oc3c([N+](=O)[O-])cc(C(F)(F)F)cc3[N+](=O)[O-])ccc2c2c1CCCC2	6.5	10	-6	0	10	-3	20	13	15
COC(=O)c1cc(NS(=O)(=O)c2ccc(NC(C)=O)cc2)ccc1Cl	1.5	7	-4	-1	12	-1	-8	-4	2
Cc1ccc(NC(=O)CSCc2cc(=O)n3ccsc3n2)cc1	0.1	-1	-2	-6	5	-1	-17	15	1
N/C(=N\OC(=O)CCCOc1ccccc1)c1ccc(Br)cc1	-0.2	-1	-4	0	-2	0	2	1	1
Cc1nnc(SCC(=O)NCC2CCCO2)n1-c1ccccc1 (stereo unspecified)	0.7	-1	5	0	-3	2	-12	18	0
O=C(O)c1cccc(S(=O)(=O)N(Cc2ccccc2)c2ccccc2)c1	1.4	-3	4	-1	5	5	-23	33	3
Cc1nn(CC(=O)NCc2ccccc2)c(C)c1[N+](=O)[O-]	0.0	-6	4	0	-3	2	-8	20	0
CCOc1ncccc1C(=O)OCC(=O)c1c[nH]c2ccccc12	2.3	7	-7	2	5	11	-9	-15	7

Single records, from the list above.
Listed for CSc1ccc(S(=O)(=O)N2CCC(C(=O)N3CCOCC3)CC2)cc1 → CHO-K1 Ca ag = 2.7; CHRM4 antagonist = 6; CHRM5 PAM = 1; CHRM5 agonist = -3; CHRM5 antagonist = 6; CHRM4 PAM = 3; CHO-K1 Ca antag = -16; CHO-K1 Ca PAM = 14; M4 ag = 3
Listed for O=c1oc2cc(Oc3c([N+](=O)[O-])cc(C(F)(F)F)cc3[N+](=O)[O-])ccc2c2c1CCCC2 → CHO-K1 Ca ag = 6.5; CHRM4 antagonist = 10; CHRM5 PAM = -6; CHRM5 agonist = 0; CHRM5 antagonist = 10; CHRM4 PAM = -3; CHO-K1 Ca antag = 20; CHO-K1 Ca PAM = 13; M4 ag = 15

Later entries:
SMILES	CHO-K1 Ca ag	CHRM4 antagonist	CHRM5 PAM	CHRM5 agonist	CHRM5 antagonist	CHRM4 PAM	CHO-K1 Ca antag	CHO-K1 Ca PAM	M4 ag
CCOC(=O)c1c(C)n(C)c2ccc(OC)c(NC(=O)CN3CCN(C4CCCCC4)CC3)c12	-0.4	11	-1	-2	-1	-7	1	-4	0
Cc1cccc(NC(=S)N2N=CCC2c2ccccc2)c1 (stereo unspecified)	0.8	0	1	4	2	10	-8	14	1
Cc1ccc(S(=O)(=O)N(C)CC(=O)Nc2ncccc2C)cc1	-0.2	-7	7	1	-2	15	2	-20	2
COc1ccccc1CC(=O)c1ccc(OCc2ccccc2)cc1	0.0	-4	-10	-3	5	6	0	8	3
COc1ccc(-n2nc(C(=O)N3CCC(N4CCCCC4)CC3)c3c4ccccc4n(C)c3c2=O)cc1	0.8	17	0	-10	15	-12	-6	-3	2
O=[N+]([O-])c1ccc(N/N=C2\CC3CC=CC23)cc1 (stereo unspecified)	1.2	-6	11	3	2	6	1	8	5
CCc1ccccc1NC(=O)COc1cccc2ccc(C)nc12	6.5	-6	-11	1	5	-8	-6	15	11
O=C(NCc1cccs1)C1CCN(S(=O)(=O)c2ccccc2F)CC1	0.2	2	-10	0	14	-14	20	-21	1
COc1ccc2c(c1OC)C(=O)OC2N1C(=O)CC[C@H]1C(=O)NCC1CCCO1 (stereo partly specified)	0.4	-1	-1	1	4	3	8	-1	0
Cc1ccc(C(C)NC(=O)c2ccncc2)cc1C (stereo unspecified)	0.6	-12	3	1	-8	-1	1	-6	2
CCN1C(=O)[C@@H]2[C@@H](c3ccc(SC4CCCCC4)cc3)N3CCC[C@@]3(C(=O)OC)[C@@H]2C1=O	-0.3	-3	-5	-3	14	5	-2	-7	2
O=C(Nc1cccc(S(=O)(=O)N2CCCCCC2)c1)C1CC(=O)N(c2ccc3c(c2)OCCO3)C1 (stereo unspecified)	0.6	1	0	2	5	0	4	-4	4
COc1ccc(-n2nnnc2SCC(=O)Nc2ccc(OC)cc2OC)cc1	0.9	-16	2	-1	15	7	-14	6	2
CN1C(=O)N(CC(=O)Nc2nccs2)C(=O)C12CCCCC2	0.3	-4	2	4	-3	8	-8	13	1
Cc1cc(NC(=O)CSc2nc(-c3cccs3)cc(C(F)(F)F)n2)no1	0.9	-8	-1	1	-2	10	-15	13	1
COc1ccc(C)cc1N(CC(=O)N1CCOCC1)S(C)(=O)=O	-0.2	3	-4	1	6	-2	10	-1	-3
COc1ccc(CCNC(=S)Nc2cc(C)cc(C)c2)cc1	1.3	-2	2	-5	1	3	1	9	-1
Cc1cc(/C=C2\SC(=O)N(CC(=O)Nc3ccccc3F)C2=O)c(C)n1C	2.2	-4	2	0	10	2	-13	21	2
CCCCCCn1c(C(C)NC(=O)c2ccco2)nc2ccccc21 (stereo unspecified)	0.3	-5	1	-5	-7	5	-23	26	0
CSc1nc2nc(Cl)c(Cl)nc2[nH]1	1.9	2	-2	2	1	0	-8	10	1
C[C@@H]1CN([C@H](C)CO)C(=O)c2cc(NC(=O)Nc3ccc(C(F)(F)F)cc3)ccc2O[C@H]1CN(C)S(=O)(=O)c1ccccc1	1.2	-7	-1	-1	9	0	-15	14	0
CCOc1ccc2[nH]c(=O)c(C(c3nnnn3Cc3ccco3)N3CCC(C)CC3)cc2c1 (stereo unspecified)	-0.1	-2	0	1	0	-4	-4	0	1
COCCn1c(C)cc(C(=O)COC(=O)c2ccccc2Br)c1C	3.3	5	1	-3	1	-1	-12	-3	2
COc1cccc(NC(=O)Cc2nnc(SCCOc3ccccc3)n2C)c1	0.9	1	4	-2	-7	5	-5	12	3
COC(=O)c1c(NC(=O)CSc2nnc(CNc3ccc(Cl)cc3)o2)sc(C)c1C	-0.4	9	0	-1	4	-13	4	-6	1
CCOC(=O)c1sc(NC(=O)COC(=O)Cn2cnc3ccccc32)c(C(=O)OCC)c1C	-0.4	6	-2	-3	8	-5	19	-5	0
CCCN1CNC(=S)N(CCc2ccccc2)C1	0.2	10	7	-1	6	11	6	-5	0
COC(CN(C)C(=O)C1CCC(CNS(=O)(=O)c2ccccc2)CC1)OC (stereo unspecified)	0.5	2	-4	-4	8	1	-5	0	1
O=C(COC(=O)c1ccc(Cl)c(S(=O)(=O)N2CCCCCC2)c1)Nc1ccccc1	4.8	2	-5	0	3	-7	1	-7	8
O=C(CN(Cc1ccccc1)S(=O)(=O)c1ccccc1)N/N=C/c1ccccc1C(=O)O	0.4	3	-1	-1	6	0	-4	17	0
COc1cc(N=c2c([N+](=O)[O-])nn(-c3ccc4c(c3)OCCO4)n2O)cc(OC)c1	1.7	5	-6	-1	4	-2	-10	13	3
COc1cccc(CC2(CO)CCN(Cc3ccc(NC(C)=O)cc3)CC2)c1	0.5	7	-6	-6	-10	-17	-4	11	1
O=C(CN(Cc1ccco1)C(=O)CNS(=O)(=O)c1ccc(F)cc1)NCc1ccc(F)cc1	1.6	-1	-1	-2	-8	0	-17	12	2
Cc1ccc(NC(=O)c2ccc(Cl)cc2Cl)cc1O	2.8	-9	5	0	-7	-2	-9	0	4
Cc1ccccc1S(=O)(=O)Cc1ccc(C(=O)NCCCN2CCC(C)CC2)o1	0.6	-10	-4	-7	17	0	-6	18	1
CCCn1cc(SCC(=O)NCC2CCCO2)c2ccccc21 (stereo unspecified)	0.4	5	-4	0	6	6	-10	6	1

14 successive records already listed, quoted:
SMILES	CHO-K1 Ca ag	CHRM4 antagonist	CHRM5 PAM	CHRM5 agonist	CHRM5 antagonist	CHRM4 PAM	CHO-K1 Ca antag	CHO-K1 Ca PAM	M4 ag
COCCn1c(C)cc(C(=O)COC(=O)c2ccccc2Br)c1C	3.3	5	1	-3	1	-1	-12	-3	2
COc1cccc(NC(=O)Cc2nnc(SCCOc3ccccc3)n2C)c1	0.9	1	4	-2	-7	5	-5	12	3
COC(=O)c1c(NC(=O)CSc2nnc(CNc3ccc(Cl)cc3)o2)sc(C)c1C	-0.4	9	0	-1	4	-13	4	-6	1
CCOC(=O)c1sc(NC(=O)COC(=O)Cn2cnc3ccccc32)c(C(=O)OCC)c1C	-0.4	6	-2	-3	8	-5	19	-5	0
CCCN1CNC(=S)N(CCc2ccccc2)C1	0.2	10	7	-1	6	11	6	-5	0
COC(CN(C)C(=O)C1CCC(CNS(=O)(=O)c2ccccc2)CC1)OC (stereo unspecified)	0.5	2	-4	-4	8	1	-5	0	1
O=C(COC(=O)c1ccc(Cl)c(S(=O)(=O)N2CCCCCC2)c1)Nc1ccccc1	4.8	2	-5	0	3	-7	1	-7	8
O=C(CN(Cc1ccccc1)S(=O)(=O)c1ccccc1)N/N=C/c1ccccc1C(=O)O	0.4	3	-1	-1	6	0	-4	17	0
COc1cc(N=c2c([N+](=O)[O-])nn(-c3ccc4c(c3)OCCO4)n2O)cc(OC)c1	1.7	5	-6	-1	4	-2	-10	13	3
COc1cccc(CC2(CO)CCN(Cc3ccc(NC(C)=O)cc3)CC2)c1	0.5	7	-6	-6	-10	-17	-4	11	1
O=C(CN(Cc1ccco1)C(=O)CNS(=O)(=O)c1ccc(F)cc1)NCc1ccc(F)cc1	1.6	-1	-1	-2	-8	0	-17	12	2
Cc1ccc(NC(=O)c2ccc(Cl)cc2Cl)cc1O	2.8	-9	5	0	-7	-2	-9	0	4
Cc1ccccc1S(=O)(=O)Cc1ccc(C(=O)NCCCN2CCC(C)CC2)o1	0.6	-10	-4	-7	17	0	-6	18	1
CCCn1cc(SCC(=O)NCC2CCCO2)c2ccccc21 (stereo unspecified)	0.4	5	-4	0	6	6	-10	6	1

Later entries
SMILES	CHO-K1 Ca ag	CHRM4 antagonist	CHRM5 PAM	CHRM5 agonist	CHRM5 antagonist	CHRM4 PAM	CHO-K1 Ca antag	CHO-K1 Ca PAM	M4 ag
COCC1CCCN(Cc2cn(Cc3ccccc3)nc2-c2cc3ccccc3o2)C1 (stereo unspecified)	6.0	-3	-3	0	12	-9	-14	16	10
Brc1ccc(-c2nc(-c3cccnc3)no2)o1	-0.1	-9	-6	-7	-10	8	-4	2	2
CCOc1ccc(C(=O)CC(=O)C(=O)NCCc2ccc(OC)c(OC)c2)cc1	1.3	2	-11	-2	4	-3	-12	20	1
O=C1Cc2ccccc2C(c2ccccc2)N1 (stereo unspecified)	2.4	-4	0	1	3	-1	-12	20	2
C=CCN1C(=O)C2(OCCCO2)c2c(C)ccc(C)c21	0.5	-1	0	-2	9	-4	-5	12	0
Cc1ccc2c(c1)c1c(n2C)C(C(N)=O)CCC1 (stereo unspecified)	0.2	-4	10	-3	-10	17	0	15	1
O=[N+]([O-])c1ccc(N2CCOCC2)cc1O	2.0	1	13	4	-4	-5	-10	12	1
O=C(CSc1ccccc1)N1CCCC(N2CCN(c3cccc(Cl)c3)CC2)C1 (stereo unspecified)	0.6	-6	5	-6	-1	-3	-1	16	1

From PubChem
